Compound activity deposited in PubChem BioAssay by The Scripps Research Institute Molecular Screening Center.
GAA850 FXN act – increases GAA850 frataxin promoter reporter activity. HEK293 lucGAA850 FXN promoter luciferase reporter, 24 h; percent of 10 µM SAHA response. 360,000 tested, 0.56% active. activation, % at 6 µM;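 active = activation above the average of all compounds screened plus 3 SD, cutoff fixed separately per campaign, cut at about 7.5% in these data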;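 also: 0% = DMSO wells and 100% = 10 µM SAHA wells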
ssDAF-12 act – activates DAF-12 receptor from parasite S. stercoralis; HEK293 ssDAF-12/GRIP1 lit1-tk-luc reporter, luminescence; % of 3 µM dafachronic acid response; activation, % at 6.8 µM; 370,000 tested, 1% active; AID 652126;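 active = activation above the mean over all tested compounds plus 3 SD, cut at about 0.9% in these data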;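 also: 0% = DMSO-only wells and 100% = 3 µM delta7-dafachronic acid wells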
DAX1 inh-1 – DAX1 (NR0B1) inhibition, primary screen | 370,000 tested, 1.1% active | inhibition, % at 6.8 µM | AID 652010 | HEK293T StAR-luciferase reporter, SF-1/DAX-1 repression relief;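 active = inhibition above the mean over all tested compounds plus 3 SD, cut at about 3.6% in these data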;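 also: 0% = DAX-1 cells with DMSO and 100% = cells lacking DAX-1 with DMSO; higher inhibition means more luminescence from relief of DAX-1 repression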
DAX1 inh-2 – inhibits human nuclear receptor DAX1. HEK293 Gal4-DAX1 luciferase reporter, luminescence. inhibition, % at 6.75 µM. 340,000 tested, 0.99% active. AID 504766;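 active = inhibition above the mean over all tested compounds plus 3 SD, cut at about 4.2% in these data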;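 also: 0% = DAX1-transfected cells with DMSO and 100% = empty-vector control cells with DMSO; inhibition shows as a rise in luminescence from relieved DAX1 repression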
sPLA2-III inh – Inhibits HGIII-sPLA2 liposome hydrolysis, primary screen; 370,000 tested, 0.56% active; inhibition, % at 12.2 µM; QFRET BODIPY PC-A2 liposome hydrolysis, fluorescence; AID 743126;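 active = inhibition above mean plus 3 SD of compounds lying within the high and low control bounds, cut at about 19% in these data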;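 also: 0% = median of test compound wells and 100% = no enzyme DMSO wells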
hgDAF12 agonist – agonists of H. glycines DAF-12 nuclear receptor; HEK293 GAL4-hgDAF12 UAS-luciferase reporter, agonist luminescence; normalized to butyrate control; activation, % at 6.8 µM; 370,000 tested, 1.8% active; AID 687014;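 active = activation above a cutoff set at the mean of all screened compounds plus 3 SD, cut at about 10% in these data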;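 also: 0% = DMSO wells and 100% = sodium butyrate wells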
PLCb3 inh – blocks human PLC-beta3 enzyme activity | Q01970 | Purified PLC-beta3, fluorogenic substrate, fluorescence | inhibition, % at 12.2 µM | 370,000 tested, 0.18% active | AID 720704; in the data active = inhibition above about 11%;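 also: 0% = median of compound wells on plate and 100% = full blocker control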
ADAM17 inh – ADAM17 inhibition, QFRET primary screen; recombinant ADAM17, EDANS/DABCYL FRET peptide cleavage; inhibition, % at 6.95 µM; P78536; AID 720648; 370,000 tested, 0.83% active;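 active = inhibition above the mean of compounds lying between control limits plus 3 SD, set per campaign, cut at about 8.5% in these data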;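 also: 0% = DMSO-only wells as the low control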
Target sequence (P78536 215-824 limits assumed): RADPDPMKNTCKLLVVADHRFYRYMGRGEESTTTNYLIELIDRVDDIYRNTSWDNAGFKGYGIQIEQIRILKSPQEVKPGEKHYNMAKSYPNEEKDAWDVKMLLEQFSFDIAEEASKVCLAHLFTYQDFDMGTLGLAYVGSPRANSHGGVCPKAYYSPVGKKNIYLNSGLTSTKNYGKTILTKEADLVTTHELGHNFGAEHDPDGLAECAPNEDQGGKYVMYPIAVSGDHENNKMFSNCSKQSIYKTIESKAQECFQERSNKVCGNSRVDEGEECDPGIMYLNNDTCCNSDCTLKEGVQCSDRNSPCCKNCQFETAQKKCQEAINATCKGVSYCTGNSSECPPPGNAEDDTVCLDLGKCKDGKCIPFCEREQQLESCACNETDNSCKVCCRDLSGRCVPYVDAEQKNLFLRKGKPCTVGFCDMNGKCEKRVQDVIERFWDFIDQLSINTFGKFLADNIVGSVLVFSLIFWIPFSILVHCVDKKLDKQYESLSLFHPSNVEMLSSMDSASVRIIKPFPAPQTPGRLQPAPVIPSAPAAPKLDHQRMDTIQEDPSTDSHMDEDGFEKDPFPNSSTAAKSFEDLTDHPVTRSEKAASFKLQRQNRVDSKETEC
PLC-gamma1 inh – blocks human PLC-gamma1 enzyme activity | purified PLC-gamma1, fluorogenic substrate, fluorescence | inhibition, % at 12.2 µM | 370,000 tested, 0.84% active | AID 720700; in the data active = inhibition above about 9.5%
ADAM10 inh – inhibits human ADAM10 | O14672 | recombinant ADAM10, EDANS/DABCYL FRET peptide cleavage, 3 h | inhibition, % at 7 µM | 370,000 tested, 0.62% active | AID 720582;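 active = inhibition above a per-campaign cutoff equal to the mean of compounds falling between control-based bounds plus 3 SD, cut at about 20% in these data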;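 also: 0% = DMSO wells while the 100% control is not disclosed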
Target sequence (O14672 214-748 limits assumed): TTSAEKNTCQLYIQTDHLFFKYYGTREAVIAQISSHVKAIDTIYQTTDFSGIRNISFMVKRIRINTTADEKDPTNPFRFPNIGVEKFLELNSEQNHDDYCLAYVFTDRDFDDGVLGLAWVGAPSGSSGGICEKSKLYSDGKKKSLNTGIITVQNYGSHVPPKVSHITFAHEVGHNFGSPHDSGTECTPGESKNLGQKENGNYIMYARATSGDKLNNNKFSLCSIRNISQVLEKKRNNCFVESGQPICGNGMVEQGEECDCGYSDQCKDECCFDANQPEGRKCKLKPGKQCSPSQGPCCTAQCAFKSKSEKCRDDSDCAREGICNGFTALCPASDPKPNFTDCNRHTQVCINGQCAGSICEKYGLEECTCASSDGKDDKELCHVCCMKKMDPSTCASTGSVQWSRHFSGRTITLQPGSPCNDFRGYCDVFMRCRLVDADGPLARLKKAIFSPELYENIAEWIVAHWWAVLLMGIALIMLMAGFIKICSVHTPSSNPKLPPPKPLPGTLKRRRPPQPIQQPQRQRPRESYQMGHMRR
hcDAF12 agonist – activates DAF-12 receptor from parasite H. contortus. HEK293 hcDAF-12 lit1-tk-luc reporter, luminescence; 0% DMSO, 100% Δ7-dafachronic acid. activation, % at 6.8 µM. 370,000 tested, 1.4% active. AID 652067;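 active = activation above the mean of all tested compounds plus 3 SD, cut at about 5.5% in these data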;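 also: 100% = response to 3 µM Δ7-dafachronic acid high control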
* hit, by the source's call; / = no result given.

SMILES	GAA850 FXN act	ssDAF-12 act	DAX1 inh-1	DAX1 inh-2	sPLA2-III inh	hgDAF12 agonist	PLCb3 inh	ADAM17 inh	PLC-gamma1 inh	ADAM10 inh	hcDAF12 agonist
O=C(O)C1CC1c1ccc(Br)cc1 (stereo unspecified)	0.1	-1.0	0.0	-0.4	-1	0.5	-3	-9	-3	-5	-0.4
O=C(/C=C/c1cccc(Br)c1)N1CCN(c2ccccn2)CC1	2.1	-1.4	-0.5	0.1	-2	-0.3	-7	-5	-3	-8	0.4
COc1ccc(NS(=O)(=O)c2cc(NC(=O)C(CC(C)C)NC(N)=O)ccc2N2CCOCC2)cc1 (stereo unspecified)	-1.9	-1.0	0.7	0.7	-16	0.4	-1	1	3	3	-0.7
O=C(COC(=O)CCSc1ccc(Cl)cc1)NCc1ccccc1	0.6	-0.7	-0.2	0.5	-6	0.7	1	7	3	6	-0.7
Cn1c(Nc2ccccc2)cc(=O)n(C)c1=O	1.7	-0.6	-0.5	0.1	4	-0.8	-2	-1	2	7	-0.7
Cc1c(NC(=O)C(C)OC(=O)c2c3c(nc4ccccc24)CCC(C)C3)c(=O)n(-c2ccccc2)n1C (stereo unspecified)	0.5	-0.6	-0.7	-1.4	17	-1.0	-6	-7	-2	-13	-1.3
Cc1ccc(NC(=O)COc2cccc3ccc(C)nc23)c(Br)c1	0.0	-1.6	0.2	-0.3	-9	-5.0	1	1	13*	7	-3.5
C=CCOc1ccc(/C=N/NC(=O)C2CCCC2)cc1OCC	2.0	-1.0	-0.5	-0.3	-4	2.0	-4	-2	2	4	1.1
COc1ccc(N2CCN(C(=O)c3csc4ccccc34)CC2)cc1	1.9	-1.4	-0.6	0.6	-5	-1.3	-2	-4	-3	-7	-2.3
CN(C)Cc1ccccc1C1(O)c2ccccc2CSc2ccccc21 (stereo unspecified)	4.0	-1.0	-0.3	-0.4	6	-2.0	-1	-3	-3	1	-2.1
Cc1ccc2c(c1)C1CN(C)CCC1N2C(=O)c1ccccc1NS(=O)(=O)c1ccc(F)cc1C (stereo unspecified)	-2.3	-0.8	0.3	-0.8	-25	0.2	0	2	-2	8	0.7
CC(=O)Nc1ccc(-c2nnn(CC(=O)Nc3ccc4c(c3)OCO4)n2)cc1Cl	2.1	-0.9	-0.4	-0.2	-3	0.1	1	-1	4	0	-2.0
O=C(O)c1cccc(S(=O)(=O)N2Cc3ccccc3C2)c1	-1.5	-0.7	-0.1	-0.1	-1	-0.1	2	-3	2	-1	0.5
CCOC(=O)/C(=N\Nc1cccc(C(F)(F)F)c1)N1CCOCC1	0.6	-1.5	-0.1	0.9	9	-0.5	1	-5	-1	-7	-1.7
CC(C)C(NC(=O)c1ccco1)C(=O)NCC(c1ccco1)N(C)C (stereo unspecified)	0.2	-1.0	-0.3	0.9	0	0.8	-2	-2	-5	-4	-0.7
O=C(COc1cccnc1[N+](=O)[O-])Nc1ccc2c(c1)CCC2	3.7	-1.1	0.9	0.7	-3	3.5	-4	-3	3	-5	-1.0
O=C(Nc1ccc(Cn2nnc3ccccc32)cc1)c1ccco1	1.0	-0.5	-2.3	-0.4	-5	-3.3	3	2	-1	0	-1.2
COc1ccc(Cl)cc1NC(=O)CN(C)C(=O)c1cc(=O)c2ccccc2o1	2.8	-1.3	0.9	1.0	-3	2.8	-5	0	1	-4	0.7
CCC(=O)Nc1ccc2c(c1)Cc1cc([N+](=O)[O-])ccc1-2	5.4	-1.0	0.5	1.3	3	11*	-52	-3	-36	-7	0.1
CN1CCCC(OC(=O)c2cccc(Cl)c2)C1 (stereo unspecified)	-1.4	0.6	0.5	-1.5	2	-0.4	-5	-3	-1	5	0.2
NC(=O)CSc1nnnn1CC(CC(=O)O)c1ccccc1 (stereo unspecified)	0.4	-0.7	0.2	-0.5	6	0.3	-2	-6	1	2	-0.5
O=C(NCc1cccnc1)c1ccc(COc2ccccc2Br)o1	1.4	-2.2	-1.1	-0.3	2	-1.3	5	0	3	3	-3.2
COc1cccc(/C=C2\SC(=S)N(c3cccnc3)C2=O)c1OC	-1.2	-1.0	-0.1	0.7	10	8.8	-1	-6	0	-4	1.1
CC(=O)c1cn(N(C)c2ncc(C(F)(F)F)cc2Cl)c(=O)[nH]c1=O	1.1	-1.6	0.8	/	3	0.3	-1	-2	0	-12	-0.4
O=C(CC1SC(N2CCOCC2)=NC1=O)Nc1ccccc1F (stereo unspecified)	0.4	0.1	0.1	1.1	2	0.4	1	2	-1	-3	-1.1

Of the compounds above, these contain a CF3 group:
SMILES	GAA850 FXN act	ssDAF-12 act	DAX1 inh-1	DAX1 inh-2	sPLA2-III inh	hgDAF12 agonist	PLCb3 inh	ADAM17 inh	PLC-gamma1 inh	ADAM10 inh	hcDAF12 agonist
CCOC(=O)/C(=N\Nc1cccc(C(F)(F)F)c1)N1CCOCC1	0.6	-1.5	-0.1	0.9	9	-0.5	1	-5	-1	-7	-1.7
CC(=O)c1cn(N(C)c2ncc(C(F)(F)F)cc2Cl)c(=O)[nH]c1=O	1.1	-1.6	0.8	/	3	0.3	-1	-2	0	-12	-0.4

Next records follow:
SMILES	GAA850 FXN act	ssDAF-12 act	DAX1 inh-1	DAX1 inh-2	sPLA2-III inh	hgDAF12 agonist	PLCb3 inh	ADAM17 inh	PLC-gamma1 inh	ADAM10 inh	hcDAF12 agonist
CN(C)S(=O)(=O)c1cccc(NC(=O)NCCCl)c1	2.2	-1.2	-0.4	0.6	2	-0.9	-5	-1	-1	5	-1.6
COc1ccccc1CN(Cc1nc2ccccc2c(=O)[nH]1)S(=O)(=O)c1ccc2ccccc2c1	-13	-1.9	0.5	-1.6	-3	-0.5	-5	-3	-3	-1	1.6
O=C(CCC(=O)N1CCc2ccccc2C1)NCCc1ccc(Cl)cc1	3.1	-1.1	0.5	0.0	-8	2.6	-6	0	-2	-5	-0.7
OCCSc1c(F)c(SCCO)c(SCCO)c(F)c1SCCO	0.4	-1.3	-0.5	0.0	2	0.7	1	-2	-2	0	-0.1
O=C(c1ccc2snnc2c1)N1CCCCC1	1.9	-0.8	-0.6	-0.1	2	-1.7	3	-4	1	1	0.3
CCCCN(CC)C(=O)CSc1nc2ccccc2c(=O)n1CC1COc2ccccc2O1 (stereo unspecified)	-2.6	-1.2	0.0	0.4	0	3.2	-2	-2	-4	-1	-1.6
COC(=O)c1ccc(CN2CCN(C(C)C)C(CCO)C2)cc1 (stereo unspecified)	-2.0	-1.3	0.1	2.4	2	1.9	0	-1	1	-2	-0.2
COC(=O)[C@@H](NC(=O)c1ccc2c(c1)S(=O)(=O)c1ccccc1C2=O)C(C)C	2.5	-1.3	-0.4	-0.4	-2	0.0	-1	-1	1	3	-1.7
COc1ccc(C(=O)C[n+]2ccc3ccccc3c2C)cc1	2.4	1.8*	1.0	8.6*	-5	8.9	-27	-2	-14	-2	13*
c1ccc(Cn2c3ccccc3c3nnc(SCCN4CCCCC4)nc32)cc1	-0.9	-1.3	0.0	/	-21	4.7	-10	-3	-6	-3	-0.2
Cc1ccc(/C(N)=N/OC(=O)c2ccc(Cl)cc2Cl)cc1	-5.2	-1.4	-0.5	4.7*	-2	-3.0	13*	0	6	5	1.7
Cc1nc(-c2ccc(NC(=O)c3ccccc3Br)cc2)cs1	3.4	0.5	2.8	0.7	-3	21*	1	3	-1	7	-0.6
Cc1oc(/N=C/c2cccc([N+](=O)[O-])c2)c(C#N)c1C	2.1	-0.5	-0.7	-1.0	5	-0.6	-16	-4	-6	0	-1.4
CC(=O)NCCc1c[nH]c2ccc(OCc3ccccc3)cc12	0.3	-1.6	-0.1	/	-6	-2.0	-7	-2	-1	-6	-1.6
CC1CC(C)CN(CCCNC(=O)C2CCCN(c3nnc(N4CCCC4=O)s3)C2)C1 (stereo unspecified)	1.3	-1.0	-0.3	-0.6	7	-0.4	3	-3	1	-1	-1.3
CCN(c1ccccc1)S(=O)(=O)c1ccc(Cl)c(C(=O)Nc2ccncc2)c1	-3.0	-1.7	-1.0	-0.5	9	-0.2	-4	-4	-4	-8	-1.2
COc1ccccc1C(O)(C(=O)NNc1ccccc1C)c1ccccc1OC	2.5	-0.3	0.4	-1.1	-1	2.2	4	7	3	3	0.7
CCc1ccc(OCC(=O)Nc2ccc(S(=O)(=O)N3CCOCC3)cc2)cc1	1.4	-1.1	-0.4	0.8	-7	4.8	-4	1	-4	2	-1.8
O=C(O)C1C(c2ccccc2)C(C(=O)N2CCOCC2)C1c1ccccc1 (stereo unspecified)	-1.6	-0.7	-0.2	0.4	2	2.6	4	0	6	-2	-0.6
COc1ccc(S(=O)(=O)Nc2ccccc2C(=O)NN2CCOCC2)cc1OC	1.5	-1.3	0.9	0.5	2	-1.1	-5	-1	2	-6	-0.3
O=C(Nc1cccc(F)c1)C1CCCN(S(=O)(=O)c2ccccc2)C1 (stereo unspecified)	-1.5	-1.6	-2.7	0.0	-14	-1.3	-5	-3	0	-14	-3.0
COC(=O)c1ccccc1NC(=O)CSc1nnc(-c2ccc(OC)cc2)n1C	0.6	-1.1	-0.6	-0.9	2	0.2	-2	-2	3	-4	-2.0
Cc1cc2c3c(c1)C(C)CC(C)(C)N3C(=O)C2=O (stereo unspecified)	-0.5	-1.2	0.9	-0.3	4	-2.1	-7	-3	0	-3	-0.5
CC(C)CCN(C)[C@H]1C[C@H]2c3[nH]c4ccccc4c3CCN2C[C@H]1[C@H](C)O	/	-0.8	-0.6	/	-15	-3.0	-4	-6	-4	-23	-0.7
O=c1c2cc(Br)ccc2[nH]c(=S)n1Cc1ccccc1	2.8	-1.6	-0.2	-1.0	6	-1.0	-6	-1	2	-3	-1.1

(list continues)
SMILES	GAA850 FXN act	ssDAF-12 act	DAX1 inh-1	DAX1 inh-2	sPLA2-III inh	hgDAF12 agonist	PLCb3 inh	ADAM17 inh	PLC-gamma1 inh	ADAM10 inh	hcDAF12 agonist
O=C(CCN1C(=O)/C(=C/c2ccccc2Cl)SC1=S)NC1CCCC1	0.6	-0.9	1.7	-0.3	3	0.9	-5	-2	1	-3	1.4
N#CCCn1cc(C=O)c(-c2cccs2)n1	0.7	-1.5	-1.6	-0.3	8	-1.8	-15	-8	-7	-14	-2.4
O=C(CN1CCN(c2ccc([N+](=O)[O-])cc2Cl)CC1)N1CCOCC1	-0.2	-1.2	0.3	/	0	-0.8	-2	-2	4	6	-1.1
O=C1CSC(c2ccc(Cl)cc2Cl)N1c1ccccn1 (stereo unspecified)	2.7	-1.6	-0.1	-1.2	2	3.2	-1	1	3	0	-0.8
CN1CCN(c2nc3c(c(=O)n(C)c(=O)n3C)n2Cc2cccc3ccccc23)CC1	-0.6	-2.0	-0.1	0.9	-1	-0.8	-2	-2	4	-6	-0.1
CNC(=O)[C@H]1O[C@@H](n2cnc3c(NCc4cccc(I)c4)nc(Cl)nc32)[C@H](O)[C@@H]1O	1.3	-1.4	-1.1	0.5	-46	-0.1	-2	2	1	11	-3.6
Cc1cccc(NC(=O)CN2C(=S)NC(C)(C)CC2C)c1 (stereo unspecified)	0.7	-1.5	-0.1	0.3	13	-2.6	0	-7	1	-7	-1.4
COC(=O)[C@@H](Cc1c[nH]c2ccccc12)NC(=O)c1ccc2c(c1)OCO2	6.1	3.2*	1.2	3.6	-65	16*	-8	0	0	5	13*
